Assay outcomes deposited in PubChem by several laboratories.
Mtb BioA inh: BioA (M. tuberculosis) enzyme inhibition; purified M. tuberculosis BioA enzyme, plate reader; inhibition, % at 9.99 µM; 0.096% of 360,000 active; AID 602481; in the data active means inhibition above about 40%; inconclusive means no clear call, values can overlap the other calls
Mtb UGM inh: blocks M. tuberculosis UGM enzyme | P9WIQ1 | purified UGM, fluorescence polarization probe displacement | inhibition, % at 10 µM | 0.06% of 320,000 active | AID 504406; in the data active means inhibition above about 10%, passing the limit was not always enough; inconclusive means no clear call, values can overlap the other calls
FadD28 binding: blocks FadD28 binding to the bisubstrate probe | AID 588549 | 0.22% of 360,000 active | inhibition, % at 12.5 µM | fluorescence polarization; in the data active means inhibition above about 8.5%, passing the limit was not always enough; inconclusive means no clear call, values can overlap the other calls
BoNT F protease: blocks Botulinum neurotoxin F light chain protease | Multiplex microsphere protease cleavage assay, flow cytometry | inhibition, % at 10 µM | 0.22% of 360,000 active | AID 588497; in the data active means inhibition above about 35%, passing the limit was not always enough; inconclusive means no clear call, values can overlap the other calls; further: plate controls were buffer without enzyme for full effect and enzyme alone for no effect
FBA Mtb inh: inhibitors of M. tuberculosis fructose-bisphosphate aldolase | P9WQA3 | purified M. tuberculosis FBA, fluorescence read-out | inhibition, % at 1 µM | 2.3% of 360,000 active; in the data active means inhibition above about 27%;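 further: 0% = vehicle and 100% = reference inhibitor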
Target sequence (P9WQA3 whole entry, looked up): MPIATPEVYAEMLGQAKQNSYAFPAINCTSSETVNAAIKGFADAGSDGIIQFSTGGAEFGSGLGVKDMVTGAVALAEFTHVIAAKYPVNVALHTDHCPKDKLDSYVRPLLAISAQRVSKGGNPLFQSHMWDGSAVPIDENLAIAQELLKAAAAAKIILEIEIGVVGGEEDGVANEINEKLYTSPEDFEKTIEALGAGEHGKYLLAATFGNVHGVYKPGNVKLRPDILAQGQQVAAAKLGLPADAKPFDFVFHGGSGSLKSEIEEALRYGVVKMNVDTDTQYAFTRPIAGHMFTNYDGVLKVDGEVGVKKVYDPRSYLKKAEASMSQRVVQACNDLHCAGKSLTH
GDH-TPI counter: counter-screen for M. tuberculosis FBA inhibitors: GDH-TPI coupled enzymes; GDH-TPI coupled enzyme counterscreen, NADH absorbance; AID 588335; inhibition, % at 4.8 µM; 1.2% of 360,000 active;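 further: 0% = DMSO wells and 100% = wells lacking the enzyme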
Rv3671c protease: Rv3671c (M. tuberculosis) protease inhibition; P9WHR9; inhibition, % at 5.96 µM; 0.048% of 320,000 active; in the data active means inhibition above about 38%;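 further: extracellular domain of Rv3671c used as enzyme; 0% = enzyme with DMSO and 100% = no enzyme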
Target sequence (P9WHR9 whole entry, looked up, the tested form may be a part): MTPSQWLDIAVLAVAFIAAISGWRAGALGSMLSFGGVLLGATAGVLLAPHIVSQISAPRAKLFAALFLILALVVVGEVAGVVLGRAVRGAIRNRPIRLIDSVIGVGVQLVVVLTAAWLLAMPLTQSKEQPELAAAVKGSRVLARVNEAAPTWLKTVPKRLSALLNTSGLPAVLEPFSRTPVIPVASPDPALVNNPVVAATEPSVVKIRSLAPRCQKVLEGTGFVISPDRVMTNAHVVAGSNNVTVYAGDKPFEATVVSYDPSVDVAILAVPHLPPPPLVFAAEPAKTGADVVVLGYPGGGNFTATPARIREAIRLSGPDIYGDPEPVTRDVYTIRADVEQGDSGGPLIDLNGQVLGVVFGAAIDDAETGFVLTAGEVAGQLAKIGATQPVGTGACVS
CCHF vOTU inh: blocks the CCHF virus ovarian tumor domain protease. CCHFV vOTU protease, Pep-AMC fluorescence. inhibition, % at 11.5 µM. 0.55% of 370,000 active. AID 651958; further: 0% = vehicle wells with enzyme and 100% = no enzyme wells
VHR inh abs: DUSP3 (human) phosphatase inhibition | inhibition, % at 13.3 µM | P51452 | recombinant VHR phosphatase, pNPP absorbance | 0.52% of 290,000 active; in the data active means inhibition above about 50%; further: some compounds called inactive have numbers as strong as hits
Target sequence (P51452 whole entry, looked up): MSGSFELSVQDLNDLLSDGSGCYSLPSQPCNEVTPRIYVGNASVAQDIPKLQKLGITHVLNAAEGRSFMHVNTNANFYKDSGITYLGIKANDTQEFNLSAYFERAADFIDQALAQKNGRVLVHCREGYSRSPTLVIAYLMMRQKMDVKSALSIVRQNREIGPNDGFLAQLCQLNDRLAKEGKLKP
MazEF act: activators of E. coli MazEF toxin-antitoxin RNase. activation, % at 20 µM. 0.32% of 350,000 active. FAM/BHQ RNA-DNA oligo cleavage fluorescence, 5 h. AID 504720; in the data active means activation above about 50%
Starred values were filed as active, the others as inactive; ? = inconclusive; . = not tested or not shown. Unless noted, no stated cut-off is given here; in the data, active means inhibition above about 30%; inactive means the rest. Random draw from the library; any-hit rate near 4.9%.

canonical_smiles	CCHF vOTU inh	FadD28 binding	FBA Mtb inh	Rv3671c protease	BoNT F protease	VHR inh abs	MazEF act	Mtb BioA inh	GDH-TPI counter	Mtb UGM inh
CN(C)C(CNC(=O)c1cccc(NS(=O)(=O)c2ccc(Br)cc2)c1)c1ccco1 (configuration not stated)	-3	-3.7	0	-4	.	.	1	3.6	6	2.6
Cn1/c(=N\NC(=O)C2CCCCC2)sc2ccccc21	0	-0.7	3	-2	-3	0	11	.	1	-1.5
CCCc1[nH][nH]c(=O)c1C(c1cccc(Cl)c1)C(C#N)C#N (configuration not stated)	-4	-7.9	2	0	-9	29	5	.	5	-5.1
O=C(NNS(=O)(=O)c1ccc2ccccc2c1)c1cccs1	11	2.2	-1	2	-9	43	-10	.	13	6.6
CS(=O)(=O)N(CC(=O)Nc1ccc(S(=O)(=O)N2CCOCC2)cc1)c1ccccc1Br	7	-2.0	0	-3	0	29	-2	-0.1	7	-0.3
COc1ccc(OCc2cc(C(=O)NC(C)c3cnn(C)c3)no2)c(Cl)c1 (configuration not stated)	10	-3.9	0	-6	-2	1	-1	1.1	-2	-0.8
O=S(=O)(Nc1cnc2ccccc2c1)N1CCCCCC1	8	-3.1	1	1	?	14	5	1.1	6	-0.9
CC(=O)Nc1cc(-c2cccc(CO)c2)cn2c(-c3cccc(C(F)(F)F)c3)cnc12	1	-0.7	8	.	1	.	.	-3.4	7	.
COc1cccc(N2CCN(CC(=O)Nc3ccnn3C3CCCC3)CC2)c1	4	-2.9	1	8	-7	.	3	-0.3	-12	.
O=C(NCC(c1ccco1)N1CCCC1)c1ccccc1Sc1ccc(C(F)(F)F)cc1[N+](=O)[O-] (configuration not stated)	8	-3.8	-1	7	.	.	5	-1.5	0	-2.7
COc1ccc2nc(/C=N/NC(=O)[C@H](CCSC)NC(=O)OC(C)(C)C)ccc2c1	-79	-1.8	60*	9	-8	8	3	.	32*	-2.5
COc1cc(N)c2ncccc2c1OC	40*	3.5	0	.	-1	.	6	0.4	10	.
COc1ccc(-c2nnc3ccc(SCC(=O)Nc4cc(C)on4)nn23)cc1OC	5	-0.5	4	14	-6	11	2	2.1	-17	-3.2
CC(C)CCNC(=O)c1ccc2c(c1)ncn2C1CCCCC1	0	-3.1	2	2	5	10	3	4.2	0	0.5
CCC1(C(=O)c2ccccc2)C2c3cc(Br)ccc3OC(=O)C21C(=O)N1CCOCC1 (configuration not stated)	10	-0.8	1	-3	2	3	-3	-0.9	-2	2.7

(more compounds)
canonical_smiles	CCHF vOTU inh	FadD28 binding	FBA Mtb inh	Rv3671c protease	BoNT F protease	VHR inh abs	MazEF act	Mtb BioA inh	GDH-TPI counter	Mtb UGM inh
CCCCOc1ccc(NC(=O)C(=O)NCCC2=CCCCC2)cc1	-2	-1.1	1	-5	-12	13	3	-1.0	6	-0.3
Cc1nnc2n(-c3ccccc3)c(=O)c3c4c(sc3n12)COC(C)(C)C4	1	-2.5	1	-6	5	29	0	-0.1	-3	0.0
O=C(NNc1nc(-c2ccccc2)cs1)c1ccco1	-3	-2.8	1	8	-14	8	8	-1.1	3	2.3
Cc1nn(C)cc1C1C(C#N)=C(N)N(c2ccc(F)c([N+](=O)[O-])c2)C2=C1C(=O)CCC2 (configuration not stated)	30*	-0.5	0	4	-3	-2	14	23	17	-1.0
O=C(NCc1ccccc1)c1c(F)c(F)c(F)c(F)c1F	3	-2.6	3	-4	-1	13	0	0.6	0	0.5
CCOc1ccc(C(=O)n2cc(C(=O)OC)c3ccccc32)cc1OCC	12	-1.0	2	0	?	39	-8	1.8	13	-0.1
CCN(CC)S(=O)(=O)c1ccc(C(=O)NNC(=O)c2cccs2)cc1	-11	-3.4	-3	-11	-10	4	-3	-0.9	2	3.3
CCOC(=O)C1CCCN(CC(O)COC(c2ccccc2)c2ccccc2)C1 (configuration not stated)	21	0.4	0	-7	3	2	0	-1.0	8	4.5
O=C(NCc1ccco1)/C(=C/c1cccc([N+](=O)[O-])c1)NC(=O)c1ccco1	11	.	1	-4	-1	21	-1	0.5	-4	4.6
CC1CCC(C(=O)NC(C(=O)NCCCN2CCOCC2)C(C)C)CC1 (configuration not stated)	-3	0.4	2	3	0	15	7	-2.0	8	-0.4
Oc1cc(O)c2c(c1)O[C@H](c1ccc(O)c(O)c1)[C@@H](O)C2	1	-0.5	6	-1	-21	3	22	-0.3	1	0.2
O=C(CCc1nc2ccccc2s1)c1ccccc1	-20	-1.9	0	-3	2	-8	6	0.8	10	6.3
O=C(CCSCc1cccc(Cl)c1)NC1CCCC1	-23	-3.5	-2	-1	-9	8	-6	1.0	-5	-0.9
COC(=O)CSc1nnc(CNC(=O)c2ccccc2F)n1-c1ccccc1	2	-2.9	2	-3	-4	-2	9	.	0	-2.1
CC(C)COP(=O)(c1ccc(N(C)C)cc1)C(Nc1ccccc1)c1ccccc1 (configuration not stated)	24	-0.1	-1	2	1	-2	2	-4.7	8	-2.3

Some entries already given, showing only Mtb UGM inh:
Compound	Mtb UGM inh
CCOc1ccc(C(=O)n2cc(C(=O)OC)c3ccccc32)cc1OCC	-0.1
CCN(CC)S(=O)(=O)c1ccc(C(=O)NNC(=O)c2cccs2)cc1	3.3
CCOC(=O)C1CCCN(CC(O)COC(c2ccccc2)c2ccccc2)C1 (configuration not stated)	4.5

Continued:
canonical_smiles	CCHF vOTU inh	FadD28 binding	FBA Mtb inh	Rv3671c protease	BoNT F protease	VHR inh abs	MazEF act	Mtb BioA inh	GDH-TPI counter	Mtb UGM inh
Cc1c(C(c2ccc(O)cc2)c2c(C)n(C)n(-c3ccccc3)c2=O)c(=O)n(-c2ccccc2)n1C	-8	-3.1	-2	2	4	8	8	1.1	-4	2.2
CC(NC(=O)c1ccco1)C1CCCO1 (configuration not stated)	-14	-1.8	1	0	-5	-11	-13	-0.9	6	-0.3
CCOc1ccc(NC(=O)CN(C)C(=O)c2ccc(OCc3ccccc3)c(OC)c2)cc1OCC	14	-1.8	7	-8	-8	.	-5	-1.2	7	0.2
O=C(COc1ccc(Cl)cc1)NNC(=O)c1cccnc1	11	-0.1	0	-1	-6	7	5	.	3	1.5
O=C(NC1CC1)c1cccc(NC(=O)C2CCN(S(=O)(=O)c3ccccc3C(F)(F)F)CC2)c1	-2	-3.2	2	.	0	.	3	-0.9	10	.
Clc1nccc(NCc2ccccc2)n1	13	-1.2	4	5	10	.	4	-0.5	3	-1.3
Cc1ccccc1NC(=O)Cn1cnc2c(oc3nc4c(cc32)COC(C)(C)C4)c1=O	1	-0.6	3	2	-6	0	-7	.	7	0.3
O=C(C1=C[C@H](c2coc3ccccc3c2=O)C[C@H](OCc2ccc(CO)cc2)O1)N1CCN(Cc2ccccc2)CC1	.	-4.1	-1	-7	0	30	1	-2.7	5	-2.5
CC(=O)N1CCN(C(=O)c2ccc3c(c2)OCCO3)CC1	6	0.7	4	-2	7	27	0	-5.5	-4	2.2
O=C(CSc1ccccc1C(=O)O)Nc1cccc(C(=O)O)c1	-6	-0.3	0	-10	3	32	4	-0.6	22	4.4
COc1cc(/C=N/NC(=O)Cc2c[nH]c3ccccc23)cc(OC)c1OC	1	-2.0	1	-1	-1	14	-2	.	-3	-1.2
COC(=O)c1c(NC(=O)C(C)C)sc2c1CCN(Cc1ccccc1)C2	0	-0.8	0	9	-3	13	2	0.4	-1	-0.9
NS(=O)(=O)c1ccc(CCNC(=O)c2cc3ccccc3oc2=O)cc1	7	-0.7	9	-1	?	10	3	-0.7	14	0.0
O=c1[nH]cnc2c1c(-c1ccccc1)cn2-c1ccccc1	10	-6.9	-4	0	-2	-3	6	3.2	-9	-2.4
Cc1nc(SCC(=O)NC(=O)NCc2ccco2)nc(C)c1C	-6	0.1	0	2	-7	17	4	.	3	-2.9

The list continues.
canonical_smiles	CCHF vOTU inh	FadD28 binding	FBA Mtb inh	Rv3671c protease	BoNT F protease	VHR inh abs	MazEF act	Mtb BioA inh	GDH-TPI counter	Mtb UGM inh
Cc1cccc(-c2nnc(SCCOc3ccc4c(C)cc(=O)oc4c3)o2)c1	-5	1.6	9	5	1	13	-1	2.2	6	0.7
Cc1ccc(C2=NS(=O)(=O)N(C)C(C(=O)NC3CCCC3)=C2)cc1	10	-0.2	6	-9	-1	21	8	-0.6	19	0.1
CC(C)c1nc2sc3c(=O)n(N)cnc3c2c2c1COC(C)(C)C2	6	-0.9	0	6	-3	10	12	-0.5	13	2.6
O=S(=O)(c1ccc(F)cc1)N1CCN(c2ncccn2)CC1	7	0.2	-2	0	2	24	0	.	4	-0.6
COC(=O)C1=C(C)Nc2ncnn2C1c1ccc(C)o1 (configuration not stated)	1	0.1	0	-2	-3	25	6	-1.3	1	0.3
CC1(C)CC(=O)C=C(Nc2ccc(O)cc2)C1	-12	-2.2	2	.	-2	.	0	0.6	19	.
COc1cc(OC)c(OC)cc1CN1CCCC(C(=O)N2CCCC2)C1 (configuration not stated)	-12	-1.6	2	0	-17	23	3	1.3	-5	-0.4
Cc1cc(C(=O)Nc2cccc([N+](=O)[O-])c2)c(C)o1	6	-4.1	0	-7	-6	-14	0	1.3	-4	-0.5
Cc1ccc(S(=O)(=O)N2CCCOC2CNC(=O)C(=O)NCc2cccs2)cc1 (configuration not stated)	-1	-3.7	0	1	-5	-7	3	.	-6	-3.0
N#Cc1nc(COc2ccccc2)oc1NCCCn1ccnc1	8	-0.2	-2	1	0	17	-4	1.4	11	-1.8
O=C1c2cccnc2C(O)N1Cc1ccccc1 (configuration not stated)	-17	-1.0	0	4	-13	-4	7	-0.3	2	4.2
CCC1(CC)NC(=O)N(CC(=O)OC(C)C(=O)Nc2ccc(S(N)(=O)=O)cc2)C1=O (configuration not stated)	-1	-1.7	0	.	-2	.	3	-0.8	8	.
Brc1ccc(-c2nn3c(-c4ccccn4)nnc3s2)o1	-2	-0.8	2	12	2	23	0	2.2	20	0.1
O=C(Nc1cccc(S(=O)(=O)N2CCOCC2)c1)c1ccc2ccccc2n1	14	-2.0	0	-5	-10	11	-2	-0.9	-9	-0.4
COc1ccc(S(=O)(=O)N(C)C)cc1NC(=O)Cc1ccc(S(=O)(=O)N2CCOCC2)s1	-3	-1.8	5	.	.	.	-9	-1.8	3	.
